Lung fibro prol: blocks proliferation of human lung fibroblasts; LL 47 human lung fibroblast viability, ATP luminescence; hits give low values; viability, % at 10 µM; 85,000 compounds, 1.1% hits;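 active means viability at or below 50% in the single dose screen; inactive means viability above 50%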;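 further: compound exposure lasted 72 h before the ATP readout; 100% = median luminescence of untreated cell-only wells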
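Assay system: human lung fibroblast line LL 47, low passage. Input: 1,150 fibroblasts seeded per well. Times: overnight cell rest, 72 h compound treatment at 37 °C. Evaluation: % viability of median cell-only signal. Technique: luminescent ATP detection, CellTiter-Glo. Control set: cell-only wells, no compound.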
ERa SRC1 pot: ER-alpha (human) coactivator binding potentiation. P03372. TR-FRET ERalpha-LBD/SRC-Cy5 coactivator binding, 2 h; 100 = basal binding, no effect. coactivator binding (% of control), % at 25.6 µM. 86,000 compounds, 1.3% hits. AID 639; in the data active means activity above about 200%;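 further: binding measured in presence of low estradiol as agonist stimulus; 0% = peptide alone without receptor and 100% = receptor with peptide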
Target sequence (P03372 whole entry, looked up, the tested form may be a part): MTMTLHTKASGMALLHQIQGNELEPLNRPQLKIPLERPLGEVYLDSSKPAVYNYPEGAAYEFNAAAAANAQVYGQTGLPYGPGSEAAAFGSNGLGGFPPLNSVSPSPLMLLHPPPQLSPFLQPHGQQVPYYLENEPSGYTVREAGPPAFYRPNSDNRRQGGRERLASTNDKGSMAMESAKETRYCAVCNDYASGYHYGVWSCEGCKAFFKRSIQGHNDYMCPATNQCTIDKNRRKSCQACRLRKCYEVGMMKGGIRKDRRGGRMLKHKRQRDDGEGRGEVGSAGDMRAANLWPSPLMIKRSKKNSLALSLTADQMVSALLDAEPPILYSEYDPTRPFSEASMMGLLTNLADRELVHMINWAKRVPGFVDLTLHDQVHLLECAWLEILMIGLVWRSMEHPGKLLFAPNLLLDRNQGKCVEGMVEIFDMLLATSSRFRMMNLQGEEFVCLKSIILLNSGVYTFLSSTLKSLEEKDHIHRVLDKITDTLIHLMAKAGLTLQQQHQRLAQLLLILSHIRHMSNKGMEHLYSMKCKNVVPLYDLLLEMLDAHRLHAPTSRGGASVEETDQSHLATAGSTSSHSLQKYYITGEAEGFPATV
ERa coact inh: blocks coactivator binding to human estrogen receptor alpha | TR-FRET ER-alpha LBD / SRC-1 peptide, estradiol-bound | inhibition, % at 25.6 µM | 86,000 compounds, 1.7% hits | AID 629; in the data active means inhibition above about 50%;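 further: 0% = receptor plus peptide control and 100% = peptide only without receptor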
CYP2C19 act: activators of human cytochrome P450 2C19. P33261. recombinant CYP2C19, luciferin-H EGE luminescence; hits give high values; 0 = fully inhibited enzyme, 1 = untreated enzyme. activation factor at 5 µM. 96,000 tested, under 10 active;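 active means activation factor of at least 2 at 5 µM in the primary screen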;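 further: 0 = wells with 2.5 mM tranylcypromine and 1 = vehicle-only wells; values of inactives mirror those of a sister screen read the other way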
CD11b adhes enh: increases human CD11b/CD18 adhesion to fibrinogen. P05107+P11215. K562 CD11b/CD18 adhesion to fibrinogen, ATPlite luminescence. activation, % at 10 µM. 93,000 compounds, 0.07% hits. AID 1499;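 active means 10 µM primary screen giving 50% or more activity, confirmed by 40% or more on retest at that dose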; further: strong numbers were not always called active
CD11b adhes inh: blocks human CD11b/CD18 adhesion to fibrinogen | P05107+P11215 | K562 CD11b/CD18 adhesion to fibrinogen, ATPlite luminescence; Mn2+ added to activate the integrin | inhibition, % at 10 µM | 93,000 compounds, 0.54% hits | AID 1497;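 active means primary inhibition of 50% or more at 10 µM, then 40% or more on retest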; further: some results filed as inactive read as strong as hits
HUVEC inhibit: blocks proliferation of human endothelial cells; HUVEC proliferation, CellTiter-Glo luminescence, 72 h; hits give low values; viability, % at 10 µM (by protocol); 86,000 compounds, 1.1% hits;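 active means viability at or below 30%; inactive means viability above 30%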;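 further: 100% = median luminescence of DMSO-only cell control wells on each plate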
H69AR growth 86K: blocks growth of human H69AR lung tumor cells; 85,000 compounds, 6% hits; H69AR lung tumor viability, ATP luminescence, 72 h; hits give low values; viability, % at 10 µM;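 active means viability at or below 40%; inactive means viability above 40%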;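 further: multidrug resistant small cell line overexpressing MRP-1 efflux transporter; 100% = mean luminescence of untreated control wells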
CYP2C19 inhib: blocks human cytochrome P450 2C19 | 96,000 compounds, 21% hits | inhibition, % at 5 µM | P33261 | CYP2C19 Supersomes, luciferin-H EGE luminescence, 30 min;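 active means CYP2C19 inhibition above a set limit at 5 µM in the primary screen, cut at about 50% in these data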;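 further: plate controls were negative control wells for no effect and 2.5 mM tranylcypromine positive control for full effect; values of inactives mirror those of a sister screen read the other way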
Starred values were filed as active, the others as inactive; . = no result given; & = joins results of further samples; [ ] = dose if it differs, or a comment.

cpd	Structure	Lung fibro prol	ERa SRC1 pot	ERa coact inh	CYP2C19 act	CD11b adhes enh	CD11b adhes inh	HUVEC inhibit	H69AR growth 86K	CYP2C19 inhib
1	CCn1c(=O)c(C(=O)NCc2cccnc2)c(O)c2ccccc21	95	88	3	0.7	-2	-10	90	70	28
2	O=C(CCC1COc2ccccc2O1)Nc1ccc(Cl)cn1 (stereo not drawn)	87	103	3	0.3	11	-9	15*	92	75*
3	O=C(Nc1ccc(-c2nc3ccc(NC(=O)c4cccs4)cc3[nH]2)cc1)c1cccs1	41*	108[fluorescence artefact?]	91*[fluorescence artefact?]	0.9	32	3	4.1*	3.1*	11
4	O=C(c1ccco1)N1CCN(C(=O)c2cc(-c3ccccn3)nc3ccccc23)CC1	104	99	5	1	0	-1	88	87	1
5	CCCS(=O)(=O)N1CCN(c2ccccn2)CC1	108	113	-2	0.3	-3	6	100	111	69*
6	COc1ccc2c(Cl)c(-c3nnc(SCC(=O)c4ccccc4)n3C)sc2c1	94	241*	8	0.9	-2	36	87	90	10
7	O=C(Nc1ccc(-c2nc3ccccc3o2)cc1)C1CCCO1 (stereo not drawn)	105	95	-20	0.9	1	13	86	88	7
8	CCOC(=O)c1ccc(CSc2n[nH]c(C)n2)o1	99	116	-2	0.3	0	-5	97	102	65*
9	CCSc1nc2ccccc2[nH]1	103&107	107&93	4&9[fluorescence artefact?]	1.1&1	-1&-2	3&-4	96&106	107&109	-6&-5
10	CCCCOC(=O)C1[C@H]2C(=O)N(CCc3ccccc3)C[C@]23C=C[C@H]1O3 (stereo partly drawn)	98	121[fluorescence artefact?]	-10	0.9	0	-2	104	89	8
11	O=C(O)C1C2C=CC(O2)C1C(=O)NCCC1=CCCCC1 (stereo not drawn)	107	86	1	.	.	.	96	94	.
12	COc1cccc2sc(N3CCN(c4nc5ccccc5s4)CC3)nc12	74	236*	49[fluorescence artefact?]	0.8	0	-5	26*	3.2*	20
13	Cc1cc(C)nc(NS(=O)(=O)c2ccc(-n3cccc3)cc2)n1	95	126[fluorescence artefact?]	-4	0.7	0	-1	89	97	34
14	Cc1ccc(O)c(C(=O)c2cnc3c(c2)CN(CCC(C)C)C(=O)N3)c1	90	111	7	0.9	-1	14	96	46	14
15	Cc1ccccc1Nc1c(N)c(=O)oc2ccccc12	.	.	.	0	-2	5	.	.	96*
16	Cc1cccc2c1N(CCCOc1ccccc1)C(=O)C2=O	94	90	11	0.4	.	.	87	72	62*
17	C/C(=C\C(=O)C(F)(F)F)Nc1ccc(C(F)(F)F)cc1	.	.	.	1	3	-11	.	.	4
18	Cc1ccc2cc(C3C(C#N)=C(N)Oc4c3ccc3cccnc43)c(=O)[nH]c2c1 (stereo not drawn)	51	67[fluorescence artefact?]	26	0.7	.	.	80	37*	26
19	COc1ccc(CCNC(=O)CSc2nnc(Cn3c(=O)sc4ccccc43)n2C)cc1OC	99	104	-7	0.9	-4	-5	104	97	5
20	Cc1ccc2occ(C(=O)c3ccco3)c(=O)c2c1	102	86	7	1	-6	7	104	81	3

(continued)
cpd	Structure	Lung fibro prol	ERa SRC1 pot	ERa coact inh	CYP2C19 act	CD11b adhes enh	CD11b adhes inh	HUVEC inhibit	H69AR growth 86K	CYP2C19 inhib
21	CCOc1ccc(C(=O)NC2CCN(C(=O)Nc3ccccc3OC)CC2)cc1	90	100	-6	.	.	.	91	79	.
22	CCCc1cc(N2CCCC(C(=O)Nc3cc(Cl)ccc3OC)C2)n2ncnc2n1 (stereo not drawn)	101	110	0	.	.	.	94	49	.
23	COc1ccccc1N1C(=O)C2C3C=CC(C3)C2(C)C1=O (stereo not drawn)	93	102	-6	0.9	0	-11	98	97	14
24	CC1CCN(S(=O)(=O)c2ccc3c(c2)oc(=O)n3CC(=O)N2CCc3ccccc3C2)CC1	86	112	-1	0.7	0	-1	92	18*	30
25	CCOC(=O)c1oc2cccc(OCC(O)CNC(C)C)c2c1C (stereo not drawn)	86	122	7	0.3	6	-1	89	76	70*
26	O=C(CN1CCCCC1)Nc1nnc(-c2ccccc2)s1	96	87	1	0.9	-3	-1	89	105	5
27	CC(C)C1N(C(=O)CN2CCCC2)CCN1S(=O)(=O)c1ccccc1 (stereo not drawn)	.	.	.	0.9	3	-5	.	.	6
28	O=c1c2c(-c3cccs3)csc2ncn1/N=C/c1ccc(OC(F)F)cc1	.	.	.	0.6	2	-1	.	.	36
29	O=C(/C=C\Nc1cccc(F)c1)c1ccc2c(c1)OCO2	90	111	-5	1	-6	80	90	47	-4
30	COC(=O)C1=C(C)N(CCc2ccc(OC)c(OC)c2)C(=O)C1	105	102	16	0.4	-2	6	105	100	65*
31	CC(C)N1C(=O)CCC1C(=O)NC1CCCC1 (stereo not drawn)	.	105	2	1	-4	0	93	103	-2
32	N=c1c2c(n(Cc3ccc(F)cc3)c3c1CCC3)CCC2	91	88[fluorescence artefact?]	3[fluorescence artefact?]	1	-2	-7	108	95	-2
33	C/C(=N\NC(=O)c1ccc(Cl)cc1)c1cccc(NC(=O)C(C)C)c1	.	.	.	0.9	16	1	.	.	9
34	c1ccc2nc(N3CCOCC3)cnc2c1	102	143[fluorescence artefact?]	-4	1	-3	6	89	98	0
35	CNc1oc(Cc2cccc3ccccc23)nc1C#N	91	102	-13	0	-7	5	78	80	96*
36	CN1CCN(c2nc(-c3ccccc3)nc3c2oc2ccccc23)CC1	84	97	-25	1.1	-2	-2	24*	87	-6
37	Cc1nc(C)c(NC(=O)N2CCc3ccccc32)cc1NC(=O)N1CCc2ccccc21	71	87	-8	0.5	-1	-12	39	68	52*
38	CCCCN(C)Cc1c(C)[nH]c2c(Cl)cccc2c1=O	115	103	-2	0.8	-2	-43	99	81	16
39	CSCCC(NC(=O)OCc1ccccc1)C(=O)O (stereo not drawn)	99	93	-6	.	.	.	90	105	.
40	COC(=O)C1C(O)=C(C(C)=N)C(=O)CC1(C)C (stereo not drawn)	107	91	19	0.9	2	-4	102	95	7

A different layout for some results above:
(5) CCCS(=O)(=O)N1CCN(c2ccccn2)CC1
  Lung fibro prol = 108
  ERa SRC1 pot = 113
  ERa coact inh = -2
  CYP2C19 act = 0.3
  CD11b adhes enh = -3
  CD11b adhes inh = 6
  HUVEC inhibit = 100
  H69AR growth 86K = 111
  CYP2C19 inhib = 69*
(6) COc1ccc2c(Cl)c(-c3nnc(SCC(=O)c4ccccc4)n3C)sc2c1
  Lung fibro prol = 94
  ERa SRC1 pot = 241*
  ERa coact inh = 8
  CYP2C19 act = 0.9
  CD11b adhes enh = -2
  CD11b adhes inh = 36
  HUVEC inhibit = 87
  H69AR growth 86K = 90
  CYP2C19 inhib = 10

Further compounds.
cpd	Structure	Lung fibro prol	ERa SRC1 pot	ERa coact inh	CYP2C19 act	CD11b adhes enh	CD11b adhes inh	HUVEC inhibit	H69AR growth 86K	CYP2C19 inhib
41	O=C(NCCN1CCOCC1)c1csc2c1CCCCC2	98	114	-2	1	.	.	104	95	1
42	COc1ccc(CCNC(=O)CCS(=O)(=O)c2ccc3c(c2)CCN3C(C)=O)cc1OC	103	101	1	0.9	.	.	102	92	9
43	COc1ccc(CCC(=O)Nc2nc3c(s2)CN(C)CC3)cc1OC	106	112	-9	0.8	-1	0	98	88	19
44	CCOC(=O)c1nnn(-c2nonc2N)c1COc1ccccc1	94	121	3	0.5	-2	-18	85	71	48
45	COc1cc(CC(=O)NCc2ccc3c(c2)OCO3)cc(OC)c1OC	98	119	3	0.3	5	-20	93	96	74*
46	CN1C(=O)CC(Sc2ncccc2C(=O)O)C1=O (stereo not drawn)	98	96	-8	0.9	-3	-1	87	93	9
47	Cc1ccc(N2C(=O)CSC2c2cccnc2)cc1F (stereo not drawn)	.	.	.	0.9	11	-4	.	.	12
48	CCc1cc(C=NC2CCCCC2)c(O)s1	101	135	7	0.8	3	8	101	93	21
49	Cc1ccc(S(=O)(=O)CCC(=O)Nc2nccs2)cc1	93	95	-10	0.8	-2	-4	88	79	22
50	O=C(C1COc2ccccc2O1)N1CCOCC1 (stereo not drawn)	103	108	-3[fluorescence artefact?]	0.9	-1	-6	99	100	8
51	CC(C)CNC(=S)NNC(=O)c1nn(C)cc1Cl	102	109	-13	.	.	.	103	93	.
52	COCCNC(=O)Cn1nc(-c2ccccc2OC)ccc1=O	99	93	5	0.9	-4	-4	92	98	7
53	CC(=O)c1ccc(NC(=O)c2ccc3nc(-c4ccco4)c(-c4ccco4)nc3c2)cc1	86	29[fluorescence artefact?]	92*[fluorescence artefact?]	0.9	81	-10	49	2.4*	6
54	CCn1cc(C(=O)OCc2ccc(F)cc2)c(=O)c2ccc(C)nc21	103	100	8	0.8	.	.	88	87	15
55	COc1ccc(CNc2nc3c(c(C(F)(F)F)n2)CCCCC3)cc1	103	104	0	0.7	-1	34	110	91	31
56	COc1ccc(C(=O)Nc2cccc3c2C(=O)NC3=O)cc1S(=O)(=O)N1CCOCC1	98	132	22	0.9	.	.	104	103	10
57	CCOC(=O)c1cn2c3c(c(F)c(F)c(F)c3c1=O)SC(N1CCCC1)=N2	80	268*[fluorescence artefact?]	14[fluorescence artefact?]	.	.	.	75	68	.
58	CCn1c(SCC(=O)NCc2cccs2)nc2c1c(=O)n(C)c(=O)n2C	100	71	11	1	2	5	96	86	4
59	CSc1cccc(NC(=O)CSc2nc3ccccc3o2)c1	102	104	-8	0.5	.	.	81	81	53*
60	CCOc1ccc(C2=Nn3c(nnc3-c3ccccn3)SC2)cc1	94	113	3	0.8	-4	3	95	30*	23

Additional results.
cpd	Structure	Lung fibro prol	ERa SRC1 pot	ERa coact inh	CYP2C19 act	CD11b adhes enh	CD11b adhes inh	HUVEC inhibit	H69AR growth 86K	CYP2C19 inhib
61	Cc1ccccc1NC(=S)N(C)C1(c2ccccc2Cl)CCCCC1=O (stereo not drawn)	88	109	-13	0.3	.	.	86	97	69*
62	O=C(COc1ccccc1)Nc1ccccc1N1CCN(c2ccc(F)cc2)CC1	102	106	-10	1	2	7	98	90	-4
63	Cc1cccc(C(=O)Nc2ccccc2N2CCN(c3ccc(F)cc3)CC2)c1	93	97	-12	.	.	.	99	90	.
64	Cn1c(C(O)c2ccccc2)nc(Cl)c1Cl (stereo not drawn)	101	129	-2	0.3	-3	-8	98	97	70*

Compounds were not picked by outcome; 26% or so of the library scored in one or more.
